Screens (PubChem)
BCR signal inh: blocks chronic active B-cell receptor signaling; ABC-DLBCL IkBa-CBG/CBR reporter, luminescence ratio, 4 h; 0.05% of 340,000 active; AID 493014; Potency, µM (series often up to 46.1 µM), without a hit: at the highest dose ratio change, negative = lower green/red ratio, hits mostly inhibitors; active = well fitted inhibition curve with a large enough effect in the signal ratio, with a control signal flat, not every such curve was filed as active; inconclusive = small, poorly fitted or top-dose-only effect, or effect the other way, or a change in a side signal; the % refers to the signal ratio;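 note: potency is the fitted concentration of half-maximal effect; plate controls were basal doxycycline-induced cells for no effect and cells given 10 µM MG132 for full effect; MG132 reads +100%, hits lower the ratio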
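Doxycycline induced both beetle luciferases in TMD8 lymphoma cells; IKK-driven degradation limits the IkappaBalpha-fused green signal, while red luminescence normalises for cell number and nonspecific effects. Compounds tested up to 46 uM, 4 hrs.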
B2AR arrestin: beta2AR (human) beta-arrestin recruitment activity; P07550; beta-arrestin recruitment to beta2AR, cell-based reporter; Potency, µM (titrated, usually from 46.1 µM), without a hit: at the top dose activation, hits mostly activators; 0.02% of 330,000 active; AID 492947;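 note: potency is the fitted concentration of half-maximal effect; 0% = DMSO controls and full agonism = EC100 isoproterenol or metaproterenol; nearly all actives have a fitted effect of over 65% in size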
FBPA coupling cs: inhibits coupling enzyme system, counter-screen for aldolase hits; coupling enzyme system counterscreen, AmpLite Red fluorescence; activity change, negative = inhibition, % at 58.2 µM, hits read low; 0.67% of 290,000 active; in the data active = activity change below about -30%
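Fluorescence at 525 nm excitation and 598 nm emission measured inhibition of the coupled detection system without aldolase. Compounds (at 57.5 uM final) were preincubated 10 min at room temperature with coupling enzyme reagent before a 20 min substrate/AmpLite Red step.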
GALK inh: blocks human galactokinase activity; P51570; Purified GALK, Kinase-Glo residual ATP luminescence; Potency, µM (series often up to 57.5 µM), for the others: at the top dose activity change, negative = inhibition, hits mostly inhibitors; 0.007% of 270,000 active; note: potency is the fitted concentration of half-maximal effect
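Kinase-Glo Plus luminescence measured ATP left after a 1 h room-temperature reaction. The reaction used 5 nM GALK, 100 uM galactose and 35 uM ATP at pH 8.0 (20 mM HEPES, 5 mM MgCl2, 60 mM NaCl, 1 mM DTT, 0.01% BSA).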
Eya2 phos inh: inhibitors of human Eya2 phosphatase activity; AID 488837; recombinant Eya2, OMFP fluorescence dephosphorylation (OMFP is methylfluorescein phosphate); O00167; 0.006% of 330,000 active; Potency, µM (highest dose often 76.9 µM), for inactives: at the top dose activity, negative = inhibition, most hits filed as inhibitors; note: potency is the fitted concentration of half-maximal effect
Target sequence (O00167 whole entry, looked up): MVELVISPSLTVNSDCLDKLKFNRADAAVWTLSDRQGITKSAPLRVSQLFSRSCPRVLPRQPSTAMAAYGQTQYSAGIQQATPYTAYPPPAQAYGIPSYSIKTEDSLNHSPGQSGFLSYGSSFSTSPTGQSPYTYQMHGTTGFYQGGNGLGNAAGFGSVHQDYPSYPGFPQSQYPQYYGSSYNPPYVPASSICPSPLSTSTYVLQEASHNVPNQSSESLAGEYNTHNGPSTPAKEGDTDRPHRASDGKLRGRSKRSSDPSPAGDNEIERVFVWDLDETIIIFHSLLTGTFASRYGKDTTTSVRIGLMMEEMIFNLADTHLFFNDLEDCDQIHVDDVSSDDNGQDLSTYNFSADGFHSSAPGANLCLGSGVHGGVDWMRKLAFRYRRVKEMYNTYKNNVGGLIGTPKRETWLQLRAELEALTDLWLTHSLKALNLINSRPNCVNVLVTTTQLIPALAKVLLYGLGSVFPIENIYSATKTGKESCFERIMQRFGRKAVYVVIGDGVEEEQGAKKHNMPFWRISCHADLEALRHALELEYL
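Eya2 protein (added as 0.2 uM solution) was preincubated with compound for 10 min at ambient temperature in 50 mM HEPES pH 7.5, 50 mM NaCl, 5 uM MgCl2, 0.05% BSA, 1 mM DTT. OMFP (added at 50 uM) then reacted 10 min; fluorescence read at 485/525 nm.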
PKM2 activator: activators of human pyruvate kinase M2. Potency, µM (top dose mostly 57.5 µM), for the others: at the top dose activation, hits mostly activators. 0.34% of 260,000 active. purified PKM2, Kinase-Glo ATP luminescence, activation; response scale: 0% is enzyme alone, no compound. AID 1631; note: potency is the fitted concentration of half-maximal effect; nearly all actives have a fitted effect of over 55% in size
Target sequence (P14618 whole entry, looked up): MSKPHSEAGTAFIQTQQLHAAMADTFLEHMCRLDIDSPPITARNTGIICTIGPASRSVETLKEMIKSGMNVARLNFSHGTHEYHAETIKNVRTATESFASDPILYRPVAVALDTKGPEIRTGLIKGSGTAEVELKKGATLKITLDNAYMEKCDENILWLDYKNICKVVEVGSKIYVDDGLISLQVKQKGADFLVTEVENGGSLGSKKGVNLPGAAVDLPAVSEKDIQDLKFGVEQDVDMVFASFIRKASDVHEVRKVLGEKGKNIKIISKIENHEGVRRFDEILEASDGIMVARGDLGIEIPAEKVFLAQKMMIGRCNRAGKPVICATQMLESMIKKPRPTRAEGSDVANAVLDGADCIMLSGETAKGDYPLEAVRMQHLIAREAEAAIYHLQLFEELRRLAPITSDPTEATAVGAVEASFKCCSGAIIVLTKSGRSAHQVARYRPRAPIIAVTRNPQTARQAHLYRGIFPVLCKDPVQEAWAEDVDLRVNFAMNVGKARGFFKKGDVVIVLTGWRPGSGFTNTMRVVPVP
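Purified hPK-M2 (>95%) run at intermediate activity with 0.1 mM ADP and 0.5 mM PEP in 50 mM imidazole pH 7.2, KCl, MgCl2; 1 h room temperature. ATP formed read by Kinase-Glo luminescence; normalized to uninhibited and no-enzyme controls.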
hERG WT inh: KCNH2 (human, wildtype) channel inhibition; 0.37% of 340,000 active; Q12809; activity change, % at 1.84 µM; AID 720551; U2OS, BacMam KCNH2, thallium flux FluxOr; stronger effect = lower value;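 active = maximum activity change below -70%; inconclusive = maximum activity change between -70% and -50%; inactive = maximum activity change above -50%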
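U2OS cells were transduced with wild-type KCNH2 virus (2.03 x 10^8 / mL) for 4 h at room temperature, then cultured overnight at 37 C. Thallium flux was read with FluxOr dye. Rate constants were normalized to DMSO controls.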
Giardia kill: Giardia lamblia killing | 0.15% of 340,000 active | activity change, % at 7.66 µM, hits read low | Giardia lamblia trophozoite viability | AID 540267; in the data active = activity change below about -80%; inconclusive = between about -30% and that limit;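 note: parasites exposed to compound for two days anaerobically before the ATP read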
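Luminescent ATP signal served as the viability read-out, measured 15-30 min after adding ATP detection reagent to trophozoites that had been incubated with compounds for 48 hrs at 37 deg C anaerobically at 100 cells/well.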
USP2a block: inhibitors of human ubiquitin-specific protease USP2a; Potency, µM (highest dose often 38.3 µM), without a hit: at the highest dose activity change, negative = inhibition, most hits filed as inhibitors; 0.01% of 330,000 active; AID 463254; USP2 core, Ub-CHOP2 coupled fluorogenic reporter, 485/531; O75604;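 note: potency is the fitted concentration of half-maximal effect; plate controls were DMSO wells for no effect and full inhibition by NEM control for full effect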
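Deubiquitinase activity read as fluorescence (485/531 nm) after Ub-CHOP2 cleavage activates the enterokinase reporter on its substrate; USP2 core 10nM, Ub-CHOP2 and substrate 25nM each, 30min compound preincubation then 60min RT; data normalized to NEM, curves fitted.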
KCNH2 3.1 inh: KCNH2 3.1 (human) potassium channel inhibition; U2OS KCNH2 3.1, thallium flux FluxOr; stronger effect = lower value; activity change, % (tested at about 1.8 µM); 0.95% of 340,000 active;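 active = maximum activity change below -70%; inconclusive = maximum activity change from -70% to -50%; inactive = maximum activity change above -50%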;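 note: thallium influx rate constant from kinetic fluorescence after stimulation buffer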
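FluxOr-based Tl+ influx in U2OS cells transduced with KCNH2 3.1 virus; rate constants normalized to DMSO controls.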
uPA surface inh: inhibitors of cell surface uPA generation. cell surface uPA generation assay, qHTS. Potency, µM (doses to about 38.3 µM), without a hit: at the top dose activity change, negative = inhibition, hits mostly inhibitors. 0.31% of 330,000 active. AID 540303; active = well fitted inhibition curve with a large enough effect; inconclusive = small, poorly fitted or top-dose-only effect; inactive = no such curve, though single readings can be large or run the other way; tested in mouse RAW 264.7 cells; note: potency is the fitted concentration of half-maximal effect; nearly all actives have a fitted effect of over 55% in size
* = called active by the depositor; ? = inconclusive; nt = not tested or not shown; & = joins results of further samples; [ ] = dose if it differs, or a comment. Unless noted, calls come from the whole dose curve; as a rule, active = well fitted curve in the direction sought with a large enough effect; inconclusive = small, poorly fitted or top-dose-only effect, or another doubt; inactive = no such curve, though single readings can be large; an effect the other way counts as inactive or inconclusive. Unless noted, % is set by controls: 0 for no effect and ±100 for the full control effect.

no.	canonical_smiles	uPA surface inh	BCR signal inh	PKM2 activator	USP2a block	KCNH2 3.1 inh	hERG WT inh	FBPA coupling cs	Giardia kill	Eya2 phos inh	B2AR arrestin	GALK inh
1	COC(=O)c1c(NC(=O)C2c3ccccc3Oc3ccccc32)sc(C)c1C	0%	-1%	2%	1%	1	2	1	2	12%	0.4%	0%
2	CCOc1cc(Cl)c(NC(=O)c2ccco2)cc1OCC	-2%	1%	1%	1%	1	-1	4	-18	0%	-0.1%	3%
3	O=C(Nc1ccc(F)cc1)Nc1ccccc1F	-4%	?	-29%	4%	nt	9	1	24	2%	-1.3%	-4%
4	CCOC(=O)CSC1=C(C#N)C(c2ccccc2)C(C(C)=O)=C(C)N1 (stereo unspecified)	-3%	25%	1%	-1%	9	12	-8	-8	-7%	0.1%	1%
5	COc1ccc(NC(=S)Nc2ccc(C)c(Cl)c2)cc1OC	25%	?	-11%	1%	31	6	-1	-16	-2%	0.1%	1%
6	O=C(Cn1cnc2c(cnn2-c2ccccc2)c1=O)OCc1ccccc1	2%	9%	-2%	-1%	1	-23	3	9	7%	3.6%	6%
7	c1ccc(-c2ccc(-c3[nH]ncc3CN3CCC(N4CCSCC4)CC3)cc2)cc1	-5%	-3%	4%	1%	?	nt	3	-4	-1%	0.5%	2%
8	C[C@]12C=CC(=O)C=C1CC[C@@H]1[C@@H]2C(=O)C[C@@]2(C)[C@H]1CC[C@]2(O)C(=O)COC(=O)CCC(=O)O	0%	-8%	nt	4%	-16	-13	1	9	-1%	-0.1%	-1%
9	O=C1Nc2ccc([N+](=O)[O-])cc2OC1CCN1CCCC1 (stereo unspecified)	2%	1%	-7%	3%	-6	0	-1	-19	-3%	0.1%	8%
10	O=C(C1CCCN(Cc2cccs2)C1)N1CCCCCC1 (stereo unspecified)	2%	0%	?	-1%	3	1	1	-5	-17%	-0.9%	0%
11	CN1c2ccccc2C2(C)CCCC3=Cc4cccc([N+](=O)[O-])c4OC312 (stereo unspecified)	8%	5%	-10%	-1%	1	1	0	-8	-4%	-4.0%	nt
12	CSC1=C(C#N)C(c2ccccc2Cl)C2=C(N1)c1ccccc1C2=O (stereo unspecified)	6%	-1%	27%	4%	3	-1	-3	9	12%	?	nt
13	C=CCN=C(NC#N)SCCc1ccccc1	nt	?	-1%	-1%	-10	-8	7	6	1%	-1.0%	1%
14	O=C(O)CN(c1ccccc1[N+](=O)[O-])S(=O)(=O)c1ccccc1	2%	2%	-1%	2%	16	1	2	14	-1%	-0.1%	1%
15	O=S(=O)([O-])CCC[n+]1c(SCCCS(=O)(=O)O)sc2ccc(Cl)cc21	0%	1%	-2%	0%	-1	-5	12	15	4%	-0.1%	0%
16	Cc1cc(Br)ccc1SCC(=O)N1CCN(S(=O)(=O)c2ccccc2)CC1	-2%	-27%	5%	1%	5	1	nt	-7	0%	10%	-3%
17	CC1CCCCC12NC(=O)N(CC(=O)OCC(=O)Nc1ccc(F)cc1[N+](=O)[O-])C2=O (stereo unspecified)	4%	3%	nt	1%	-5	1	nt	-9	-24%	0.0%	nt
18	COC1=CC(=Cc2c(N)n3nc(CC(=O)N4CCCCC4)sc3nc2=O)C=C(OC)C1=O	7%	-1%	nt	13%	10	-70*	nt	8	44%	-0.9%	-2%
19	O=C(NCc1cccnc1)C1c2ccccc2C(=O)N1C1CCCCCC1 (stereo unspecified)	-5%	1%	3%	1%	-6	1	1	12	17%	-1.0%	-1%
20	Cc1cn(-c2ccccc2)c(C)c1/C=N\Nc1nc(N2CCOCC2)nc(N2CCOCC2)n1	15%	-3%	-8%	-5%	-18	-9	-1	-18	9%	-0.1%	0%

Screen by screen, as entered above:
Compounds 13 to 20 in uPA surface inh read nt, 2%, 0%, -2%, 4%, 7%, -5%, 15%
Compounds 13 to 20 in hERG WT inh read -8, 1, -5, 1, 1, -70*, 1, -9
Compounds 13 to 20 in KCNH2 3.1 inh read -10, 16, -1, 5, -5, 10, -6, -18

Next results
no.	canonical_smiles	uPA surface inh	BCR signal inh	PKM2 activator	USP2a block	KCNH2 3.1 inh	hERG WT inh	FBPA coupling cs	Giardia kill	Eya2 phos inh	B2AR arrestin	GALK inh
21	N/C(=N\c1nc2ccccc2o1)NC(=O)C(Cc1ccccc1)N1C(=O)c2ccccc2C1=O (stereo unspecified)	5%	?	-11%	1%	-10	-10	0	?	12%	-0.3%	-4%
22	COCCCN1C(=O)c2ccc(C(=O)Nc3ccc(OC)cc3OC)cc2C1=O	1%	-1%	5%	-1%	-8	5	2	8	3%	0.4%	1%
23	Cc1nn(Cc2ccccc2)c(=O)c2nn(-c3ccc(Cl)cc3)c(C)c12	-3%	0%	4%	2%	-8	-2	10	0	-11%	-1.2%	0%
24	O=[N+]([O-])c1ccc(C2CCCC/C2=N/OCc2ccccc2F)c([N+](=O)[O-])c1 (stereo unspecified)	8%	?	0%	-2%	-4	1	0	12	-5%	-0.4%	-1%
25	Cc1ccc(C(=O)NNC(=O)c2ccc(NS(=O)(=O)c3cccs3)cc2)s1	16%	8%	nt	0%	-16	5	nt	7	-13%	0.1%	nt
26	CCc1ccc(NC(=O)C2CCN(S(=O)(=O)c3ccc4c(c3)NC(=O)CO4)CC2)cc1	-13%	?	nt	5%	-1	9	nt	-9	0%	0.3%	3%
27	COc1ccc(CCn2c(C(C)C)nc3c(c(=O)c4ccccc4n3C)c2=O)cc1	?	-12%	8%	5%	-11	9	-1	-1	-4%	0.1%	2%
28	CCOc1cc(CNCCO)c(Cl)cc1OCC(=O)NCCc1ccccc1	nt	0%	-4%	1%	-11	2	5	-16	-5%	0.4%	5%
29	NC(=O)C1CCN(CC(=O)Nc2ccc3c(c2)OCCO3)CC1	1%	-8%	nt	11%	7	1	nt	-18	nt	0.4%	nt
30	CC(C)(C)NC(=O)C(OC(=O)c1ccco1)c1ccc(Cl)cc1 (stereo unspecified)	-14%	-1%	-12%[11.5 µM]	0%	10	2	0	5	-22%	-0.1%	7%
31	CC1(C)CC2CC(C)(CN2/C=C2/CCCCC2=O)C1 (stereo unspecified)	1%	-1%	-8%	-2%	11	-6	0	4	15%	-0.4%	0%
32	CC(C)CCn1c(S(=O)(=O)O)nc2ccccc21	0%	-2%	0%	2%	-2	-6	-2	-26	-1%	-0.1%	-5%
33	CCCCn1c(SCC(N)=O)nc2ccc(N3CCOCC3)cc2c1=O	2%	?	15%	-6%	3	0	-40*	5	-1%	-0.4%	-2%
34	COc1ccc(NC(=S)Nc2ccccc2F)c(OC)c1	-4%	?	0%	6%	11	-2	3	11	4%	-0.6%	-1%
35	COc1c(S(=O)(=O)N2CCN(c3ccc(F)cc3)CC2)ccc(Cl)c1Cl	0%	0%	21%	2%	-49	2	0	-6	9%	-1.1%	1%
36	Cc1cc2c(cc1S(=O)(=O)Nc1c(C)cccc1C)n(C)c(=O)c(=O)n2C	-2%	3%	22%	-2%	-8	-9	-2	14	2%	0.2%	nt
37	COCCN1C(=O)c2oc3ccccc3c(=O)c2C1c1cccc(O)c1 (stereo unspecified)	3%	-2%	6%	-2%	-10	-6	1	14	-10%	-0.3%	1%
38	Cc1nc2nc(SCC(=O)O)nn2c(C)c1Cc1c(F)cccc1Cl	2%	9%&-3%	-1%	0%	-12	0	10	-9	-2%	-0.1%	5%
39	Cc1cccc(NC(=O)NCCc2c[nH]c3ccccc23)c1	-2%	-4%	-2%	0%	-1	4	-4	19	-1%	-0.1%	nt
40	CC(C)n1nccc1NS(=O)(=O)c1ccccc1	3%	0%	nt	0%	5	-12	nt	0	22%	0.1%	nt
41	CCN1CCC2(CC1)C(C#N)=C(N)Oc1c2sc2nc(C)cc(C)c12	-5%	2%	4%	12%	-50	4	-8	8	37%	0.4%	2%
42	CCCc1[nH]nc2c1C(/C(C)=C/c1ccccc1)C(C#N)=C(N)O2 (stereo unspecified)	-19%	?	2%	4%	-3	4	0	0	-11%	0.3%	-2%
43	CC(=O)N1C(=O)C(=C2C=C(C)OC(C)=C2)c2ccccc21	-6%	-11%	1%	?	17	-11	-1	-3	49%	0.0%	0%
44	COC(=O)Cc1n[nH]c(=O)c2ccccc12	8%	7%	3%	5%	-15	-26	1	-10	10%	-0.4%	-3%
45	COc1ccc(C(O)C(CC(=O)NCCCOC(C)C)C(=O)NCCCOC(C)C)cc1OC (stereo unspecified)	4%	?	-5%	0%	-3	13	0	3	3%	0.4%	0%
46	CCCCN(C(=O)c1[nH]c(C)c(C(=O)OCC)c1C)c1c(N)n(CCCC)c(=O)[nH]c1=O	-2%	7%	nt	0%	13	5	nt	11	-16%	0.0%	nt
47	CSCC(=O)N1CCC(n2nccc2NC(=O)CCc2ccccc2)CC1	-2%	0%	nt	3%	44	20	nt	3	6%	-0.1%	0%
